# CHRM5 PAM = human M5 muscarinic receptor positive allosteric modulators, primary screen, CHO-K1 cells, Fluo-8 calcium fluorescence; Muscarinic acetylcholine receptor M5 (Homo sapiens), P08912; CHO-K1 hM5, ACh EC20 PAM; 0% = ACh EC20, 100% = ACh EC100; activation, % at 3 µM; hit rate 0.3% among 360,000;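 active = activation above the run cutoff, the mean activation of all test compounds plus 3 SD, cut at about 18% in these data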
# Target sequence (P08912 whole entry, looked up): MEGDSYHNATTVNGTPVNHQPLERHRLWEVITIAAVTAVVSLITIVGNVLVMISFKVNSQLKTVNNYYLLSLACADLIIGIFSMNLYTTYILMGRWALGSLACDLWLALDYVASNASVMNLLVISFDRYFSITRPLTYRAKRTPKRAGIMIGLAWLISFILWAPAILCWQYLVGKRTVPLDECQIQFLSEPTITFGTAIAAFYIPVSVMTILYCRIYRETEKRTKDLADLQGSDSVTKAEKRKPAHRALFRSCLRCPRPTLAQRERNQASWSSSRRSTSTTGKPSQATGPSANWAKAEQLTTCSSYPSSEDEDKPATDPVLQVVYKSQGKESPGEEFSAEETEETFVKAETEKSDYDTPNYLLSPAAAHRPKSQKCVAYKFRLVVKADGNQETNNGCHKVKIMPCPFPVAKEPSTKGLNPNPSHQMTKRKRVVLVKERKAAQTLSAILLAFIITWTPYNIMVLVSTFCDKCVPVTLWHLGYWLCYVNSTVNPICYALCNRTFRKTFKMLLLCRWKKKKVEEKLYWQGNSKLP
#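 Assay system: CHO-K1 hM5 cells / Incubation: Fluo-8 loading 80 min at 37 °C plus 30 min room temperature / Technique: Fluo-8 calcium dye fluorescence, kinetic read / Repeats: single replicate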
# CRFBP-R2 agonist = agonists of CRF-BP/CRF-R2 complex, primary screen, cell-based, HEK293, calcium dye fluorescence, uHTS; activation, % at 13.2 µM; hit rate 0.46% among 350,000; calcium dye fluorescence (FLIPR); percent of saturating CRF peptide response; AID 588473, 2011;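 active = activation of at least 50%, plus an integration ratio under a set limit after plate pattern correction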;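 note: plate controls were neutral control wells without compound for no effect and CRF at EC100 for full effect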
# CHRM4 agonist = human M4 muscarinic receptor agonists, primary screen, CHO-K1 cells, Fluo-8 calcium fluorescence. Muscarinic acetylcholine receptor M4 (Homo sapiens), P08173. CHO-K1 hM4/Gqi5; vehicle 0%, full acetylcholine response 100%. activation, % at 3 µM. hit rate 0.14% among 360,000. AID 624127, 2012;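 active = activation above the run mean over all test wells plus 3 SD, cut at about 32% in these data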;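 note: peak over basal fluorescence ratio per well then scaled between controls; 0% = DMSO wells and 100% = acetylcholine at EC100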
# Target sequence (P08173 whole entry, looked up): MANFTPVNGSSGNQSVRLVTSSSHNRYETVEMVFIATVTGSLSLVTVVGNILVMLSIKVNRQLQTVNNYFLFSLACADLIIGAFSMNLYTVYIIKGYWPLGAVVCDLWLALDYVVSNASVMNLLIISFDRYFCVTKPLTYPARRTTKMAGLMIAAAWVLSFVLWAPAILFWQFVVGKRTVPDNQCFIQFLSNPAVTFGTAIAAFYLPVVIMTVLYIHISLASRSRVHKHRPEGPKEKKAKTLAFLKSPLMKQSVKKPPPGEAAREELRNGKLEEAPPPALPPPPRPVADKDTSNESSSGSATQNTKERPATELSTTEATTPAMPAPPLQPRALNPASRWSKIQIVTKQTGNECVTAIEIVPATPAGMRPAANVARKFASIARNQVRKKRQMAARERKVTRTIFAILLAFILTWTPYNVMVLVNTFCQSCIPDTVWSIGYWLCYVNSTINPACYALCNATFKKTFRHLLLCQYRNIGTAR
# M1 antag = human M1 muscarinic receptor antagonists, primary screen, CHO-K1 cells, Fluo-8 calcium fluorescence, 1536-well. AID 588852, 2011. hit rate 1.3% among 360,000. CHO-K1 hM1, ACh EC80 antagonist. Muscarinic acetylcholine receptor M1 (Homo sapiens), P11229. inhibition, % at 3 µM;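 active = percent inhibition above its own plate's cutoff, namely the mean of that plate's compound wells plus 3 SD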;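 note: peak over basal fluorescence ratio during 140 s after agonist addition; 0% = ACh EC80 plus DMSO and 100% = DMSO alone without agonist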
# CHRM5 antagonist = human M5 muscarinic receptor antagonists, primary screen, CHO cells, Fluo-8 calcium fluorescence; hit rate 0.59% among 360,000; Muscarinic acetylcholine receptor M5 (Homo sapiens), P08912; AID 624040, 2012; inhibition, % at 3 µM; CHO-hM5 cells, ACh EC80;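 active = inhibition above a per-plate cutoff, the mean of that plate's test compounds plus 3 SD, cut at about 27% in these data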;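 note: 0% = acetylcholine EC80 with DMSO and 100% = DMSO without agonist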
# CHRM4 PAM = human M4 muscarinic receptor positive allosteric modulators, primary screen, CHO-K1 cells, Fluo-8 calcium fluorescence; CHO-K1 hM4/Gqi5, ACh EC20; 0% = ACh EC20, 100% = maximal ACh; AID 624126, 2012; activation, % at 3 µM; Muscarinic acetylcholine receptor M4 (Homo sapiens), P08173; hit rate 0.4% among 360,000;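 active = activation above its plate's cutoff, the mean activation of sample wells plus 3 SD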; note: some results filed as inactive read as strong as hits
# CHRM5 agonist = human M5 muscarinic receptor agonists, primary screen, CHO-K1 cells, Fluo-8 calcium fluorescence; activation, % at 3 µM; hit rate 0.19% among 360,000; AID 624037, 2012; CHO-K1 hM5 cells; 0% DMSO wells, 100% maximal acetylcholine response;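 active = activation above the run's mean over test compounds plus 3 SD, cut at about 23% in these data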;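 note: signal is peak over basal fluorescence ratio across the kinetic read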
# M4 antag = human M4 muscarinic receptor antagonists, primary screen, CHO cells, Fluo-8 calcium fluorescence; CHO-hM4 cells, ACh EC80; inhibition, % at 3 µM; hit rate 0.73% among 360,000; Muscarinic acetylcholine receptor M4 (Homo sapiens), P08173;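 active = inhibition above its plate's cutoff, the mean inhibition of sample wells plus 3 SD, cut at about 27% in these data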;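 note: 0% = acetylcholine EC80 with DMSO and 100% = DMSO without agonist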
# M1 PAM = human M1 muscarinic receptor positive allosteric modulators, primary screen, CHO-K1 cells, Fluo-8 calcium fluorescence, 1536-well. CHO-K1 hM1, ACh EC20; 0% = ACh EC20, 100% = maximal ACh. activation, % at 3 µM. hit rate 0.088% among 360,000; in the data active = activation above about 19%, passing the limit was not always enough
# * marks the source's active call; other numbers are inactive results; nt = no result given. Random draw from the library; overall some 2.8% were active at least once.
SMILES,CHRM5 PAM,CRFBP-R2 agonist,CHRM4 agonist,M1 antag,CHRM5 antagonist,CHRM4 PAM,CHRM5 agonist,M4 antag,M1 PAM
CC(C)(C)c1ccc(C(=O)NC(=S)NNC(=O)COc2ccccc2)cc1,-6,96*,1,4,5,-3,-4,13,0
COc1cc(/C=N/n2nnnc2N)cc(OC)c1OC,-3,0.1,0,-1,14,-12,3,6,3
COc1ccc(NC(=O)CCc2c(C)nn(-c3ccc(N4CCOCC4)nn3)c2C)cc1,1,2.2,1,2,11,-8,-1,9,8
CCCNC(=O)C1(C)CCN(C(=O)c2ccc(OC(F)F)cc2)C1 (stereo not given),2,nt,1,-4,-3,7,6,-7,13
CCCCCCCN1C/C=C\C(c2ccc(OC)cc2)N(Cc2ccc(F)cc2)C(=O)[C@H]1Cc1ccccc1 (stereo not given in full),0,2.6,2,-8,13,4,-2,4,7
NC(=O)c1ccsc1NC(=O)CSc1nnc(Nc2ccccc2)s1,-12,-0.5,11,9,9,-6,0,1,-2
C/C(N)=C(/C#N)C(=O)CN1CCCCC1,3,0.6,2,2,-12,4,2,-2,7
O=C(CCC(=O)Nc1cccc(Cl)c1)N/N=C/c1cc([N+](=O)[O-])ccc1O,-1,1.7,1,-8,-8,7,-4,0,6
COC(C(=O)N/N=C(\C)c1ccc(O)cc1)c1ccccc1 (stereo not given),10,-1.6,0,-11,-6,2,5,-5,12
Clc1ccc(Sc2ccc(/C=N/n3cnnc3)o2)cc1,0,-4.5,1,-7,-7,24*,-3,-10,7
O=C1Nc2ccc(S(=O)(=O)NCCC3=CCCCC3)c3cccc1c23,-13,1.4,8,-1,8,-7,2,6,2
O=C(c1[nH]c(C(F)(F)F)nc1-c1ccccc1)N1CCC2(CC1)C(=O)NCN2c1ccccc1,3,nt,1,-11,5,-4,1,11,-2
Cc1cccc(OCCN2C(=O)c3ccccc3C2=O)c1,0,-0.2,0,4,7,-1,-3,0,-1
CC(CCN1CCN=C1Nc1ccccc1)c1ccccc1 (stereo not given),-10,-0.9,2,-6,19,2,-11,2,1
CCc1ccccc1NC(=S)/N=C(\N)Nc1nc(C)c2cc(C)ccc2n1,-4,-1.9,-3,-4,4,13,-3,-6,5
O=C(C1CC1)N1CCC(c2nc(-c3ccc(S(=O)(=O)N4CCCC4)cc3)no2)CC1,-16,5.6,3,-2,66*,16,-7,-3,6
CCS(=O)(=O)Nc1cccc(-c2ccc3nnc(-c4cccnc4)n3n2)c1,-6,-2.9,9,16,-3,-12,-2,11,-13
COc1ccc(-c2nn(C)c(=O)c3ccccc23)cc1NC(=O)COc1ccccc1,-5,-1.0,1,23,4,-7,1,9,-7
CC(=O)N1N=C(c2ccncc2)CC1c1ccccc1O (stereo not given),0,-0.5,1,-9,3,1,-10,0,9
COc1ccccc1C(=O)N1CCN(C(=O)[C@H]2O[C@@H](n3cnc4c(N)ncnc43)[C@H](O)[C@@H]2O)CC1,5,nt,1,-18,-3,5,0,3,0
CC(C)NC(=O)C(C)Oc1ccc(S(=O)(=O)NCc2ccc3c(c2)OCO3)cc1 (stereo not given),-10,-0.6,2,-3,14,-2,-3,4,5
O=C1SC(Cc2ccccc2)C(=O)N1c1ccccc1 (stereo not given),1,-1.2,-1,-2,6,-1,0,-2,3
Cc1ccc(S(=O)(=O)N/N=C/c2cccc3c2OCCO3)cc1,-6,-0.9,2,-5,5,-2,1,7,4
COc1ccc(CN2C(=O)c3ccccc3C(/C=N\OCc3ccc(C)cc3)C2=O)cc1 (stereo not given),-2,-0.6,1,-6,-4,2,-2,-8,3
CCOC(=O)N1CCN(C(=O)c2ccc3c(c2)N(Cc2cccc(Cl)c2)C(=O)c2ccccc2S3=O)CC1 (stereo not given),-4,-2.4,3,-10,8,-1,-3,-4,4
COC(=O)[C@@H]1C[C@@]2(O)[C@@H](O)[C@@H](O)[C@@H](O)C[C@H]2N1Cc1ccc(Cl)cc1,5,1.9,2,4,5,-3,4,12,1
COc1cccc(NC(=O)CN(C)C(=O)c2cc(S(=O)(=O)Nc3ccccc3OC)ccc2C)c1,9,-0.3,6,-11,1,7,3,-2,12
CCOC(=O)[C@]12CCC=C1N(Cc1ccc3c(c1)OCO3)C(=O)[C@H](CC(=O)N1CCCC1)C2,-6,nt,1,nt,-5,6,3,-2,nt
COC(=O)c1cc(NC(=O)CN2CCC(C(N)=O)(N3CCCCC3)CC2)cc(C(=O)OC)c1,-3,3.5,1,-12,9,0,0,3,5
Cc1cc(S(=O)(=O)NC2CCN(Cc3ccccc3)CC2)c(C)cc1Cl,-12,0.0,21,52*,13,-52,-11,17,-24
O=C1N(O)C2(C=CCCC2)/C(=N\O)C12CCCCC2 (stereo not given),11,-0.7,2,-21,-14,11,-7,-9,5
Cc1ccc(/C=C/C(=O)NCc2ccncc2)cc1,-1,-2.9,0,-6,2,-3,0,10,9
Cc1ccc(-n2c(=O)c3c4c(sc3n(Cc3cc(=O)n5ccccc5n3)c2=O)CCC4)cc1C,-1,-0.2,0,-2,7,5,-3,5,-6
COCCN(CC(=O)NCC1CCCO1)C(=O)CCC(=O)Nc1cc(C)ccn1 (stereo not given),6,3.6,0,-7,1,10,-5,8,11
CCCCOc1ccc(C(=O)NCC(=O)N2CC=C(c3ccccc3)CC2)cc1,6,0.4,0,2,-18,-6,-3,4,0
Nc1[nH]c(=O)[nH]c(=O)c1N=Cc1ccccc1,8,4.3,1,-8,-3,6,5,-6,16
C=C1CCC[C@]2(C)C[C@H]3OC(=O)C(CN(C)CC(OC)OC)[C@H]3CC12 (stereo not given in full),0,1.5,0,0,-5,-5,0,-2,-1
Cn1c(=O)c(Nc2ccc(O)cc2)c2c3c(cccc31)C(=O)c1ccccc1-2,-6,9.4,4,13,5,-6,-4,5,-4
CC(C)CC(=O)NC(=S)Nc1cccc2nsnc12,5,0.8,-1,-6,-3,11,-8,-5,2
O=C(Nc1ccc(F)cc1F)C1CC(=O)N(Cc2ccccc2)C1 (stereo not given),-1,-0.4,1,-15,10,10,5,1,12

# Single records, as listed above. Screens in order: CHRM5 PAM | CRFBP-R2 agonist | CHRM4 agonist | M1 antag | CHRM5 antagonist | CHRM4 PAM | CHRM5 agonist | M4 antag | M1 PAM
# COCCN(CC(=O)NCC1CCCO1)C(=O)CCC(=O)Nc1cc(C)ccn1 (stereo not given) is entered as 6 | 3.6 | 0 | -7 | 1 | 10 | -5 | 8 | 11
# NC(=O)c1ccsc1NC(=O)CSc1nnc(Nc2ccccc2)s1 is entered as -12 | -0.5 | 11 | 9 | 9 | -6 | 0 | 1 | -2
# O=C(c1[nH]c(C(F)(F)F)nc1-c1ccccc1)N1CCC2(CC1)C(=O)NCN2c1ccccc1 is entered as 3 | nt | 1 | -11 | 5 | -4 | 1 | 11 | -2

# Carrying on:
SMILES,CHRM5 PAM,CRFBP-R2 agonist,CHRM4 agonist,M1 antag,CHRM5 antagonist,CHRM4 PAM,CHRM5 agonist,M4 antag,M1 PAM
CCc1ccccc1NC(=O)Cn1nnc(-c2cccs2)n1,0,0.2,2,1,1,2,1,4,0
CCCCN1C(=O)CC2CCOC21C (stereo not given),3,-1.9,1,-13,-2,9,-2,-6,11
CCn1c(N2CCN(C(=S)NCC(C)C)CC2)nc2ccccc21,-7,-2.2,7,39*,7,-6,1,1,-24
COc1ccc(/C=C(/NC(=O)c2ccccc2)C(=O)NCCCn2ccnc2)cc1OC,0,0.2,1,-3,-3,7,-4,-4,7
Cc1nnc(SCC(=O)NNC(=O)C(C)C)[nH]c1=O,2,4.0,1,4,4,16,4,-4,0
CN1CCN(CP(=O)(N2CCOCC2)N2CCOCC2)CC1,8,-0.5,0,-10,-4,-1,2,0,-1
CCOC(=O)c1sc(NC(=O)c2cc3n(n2)C(C(F)(F)F)CC(c2cccs2)N3)c(C(=O)OCC)c1C (stereo not given),-2,2.7,0,-1,-7,-4,0,1,1
COc1cccc(-c2nc3n(n2)C(c2ccccc2Cl)C(C(N)=O)=C(C)N3)c1 (stereo not given),-2,-2.4,-1,-5,1,-5,1,3,-4
Cn1cc[n+](C)c1COc1ccc(C=O)cc1,-2,-1.5,1,5,4,-5,1,-1,-4
COc1ccccc1C(=O)Nc1ccnn1C1CCN(CCC(C)c2ccc(C)o2)CC1 (stereo not given),0,1.4,3,5,-4,-8,-5,7,-8
CN(C)c1ccc(C(CNS(=O)(=O)c2ccc3ccccc3c2)c2c[nH]c3ccccc23)cc1 (stereo not given),-3,0.5,0,6,3,7,-1,-4,-6
Cc1ccc(C(=O)c2cc([N+](=O)[O-])ccc2N2CCCCC2)c(C)c1,-6,133*,-2,-3,-13,-8,-4,-4,-4
CN(C)C(=S)Nc1ccc([N+](=O)[O-])cc1,-5,-4.0,1,-10,12,6,-2,-3,14
C=C(C)C1CC=C(C)/C(=N/Nc2ccccc2[N+](=O)[O-])C1 (stereo not given),3,-2.4,0,-1,-13,0,-4,-4,1
Cc1ccc(S(=O)(=O)NC(=O)C2(C)CCN2C(=O)COc2ccc(Cl)cc2)nc1 (stereo not given),-1,nt,0,-18,0,5,0,-10,11
COc1ccc(C(=O)C2CCCN(Cc3cccn3-c3cccnc3)C2)cc1OC (stereo not given),-3,1.6,7,11,5,4,-3,-3,-1
CNc1cc(C(F)(F)F)nc(-c2ccccn2)n1,3,1.0,0,4,-4,2,-1,-11,7
COc1cccc(C(=O)NNC(=O)C(=O)Nc2cccc3ccccc23)c1,2,-0.6,2,-11,-1,-3,-2,0,17
COc1ccc(S(=O)(=O)Nc2ccc3c(c2)C(=O)N([C@H](C)CO)C[C@H](C)[C@@H](CN(C)S(=O)(=O)c2ccc(F)cc2)O3)cc1,-7,0.7,0,0,10,-1,-3,-6,6
COC(=O)[C@@]12C[C@@H](CC(=O)NCC3CCCCC3)C(=O)N(Cc3ccco3)C1=CCC(C)(C)C2,-5,nt,8,nt,10,6,-2,1,nt
Cc1cc(C)nc(NC(=O)c2cc3ccccc3o2)n1,-4,-1.2,1,-19,3,6,1,2,2
Cc1cc2oc(C(=O)NCc3ccc4c(c3)OCO4)c(C)c2cc1C,-3,-1.0,1,-13,0,-1,-5,-1,6
Cc1cc(=O)n2[nH]c(CCC(=O)O)nc2n1,14,-1.7,0,-21,-9,1,6,4,15
O=c1[nH]c(=S)n(-c2cccc(C(F)(F)F)c2)c(O)c1C=NCCN1CCNCC1,2,-1.5,0,-14,3,-7,-1,3,3
COC(=O)c1cc(Br)c(=O)n(CCc2ccc(O)cc2)c1,-1,-1.0,3,-1,-2,4,2,-18,1
COc1ccc(S(=O)(=O)N2CCN(C)CC2)c2ccccc12,-2,1.1,4,-12,-7,10,-1,-30,6
COc1ccccc1CNC(=O)C(=O)NCC1OCCN1S(=O)(=O)c1cccs1 (stereo not given),8,-0.1,3,-19,4,19,3,-3,12
